# Assay outcomes deposited in PubChem BioAssay by several laboratories.
# aDG glyco act = activators of alpha-DG glycosylation, primary screen, uHTS, Pro5-aDG cells, AlphaScreen; alpha-DG glycosylation AlphaScreen (IIH6); 0% Pro5, 100% B10-LARGE cell signal; activation, % at 10 µM; 0.22% of 360,000 active; AID 624168, 2012;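 active = activation of at least 8% versus controls, or a plate z-score of at least 8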;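 also: Pro5 are CHO cells carrying HIG-tagged alpha-DG that lacks glycosylation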
# Vif imaging = HIV Vif self-association inhibitors, primary screen, imaging, HEK293T, single point; 0.35% of 340,000 active; inhibition, % at 7.49 µM; AID 602346, 2012; HEK293T cells, Vif self-association by quenched fluorescence, 24 h; in the data active = inhibition above about 50%, passing the limit was not always enough; also: some results filed as inactive read as strong as hits
# MC4R ag barr = MC4R agonists recruiting beta-arrestin, primary screen, cell-based, luminescence, agonist arm of biased-ligand search; Melanocortin receptor 4 (Homo sapiens), P32245; U2OS MC4R beta-arrestin complementation; percent of melanotan II response, DMSO zero; activation, % at 8.9 µM; 0.98% of 360,000 active;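 active = activation above a per-plate cutoff, the mean activation of sample wells on that plate plus 3 SD, cut at about 8% in these data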
# Target sequence (P32245 whole entry, looked up): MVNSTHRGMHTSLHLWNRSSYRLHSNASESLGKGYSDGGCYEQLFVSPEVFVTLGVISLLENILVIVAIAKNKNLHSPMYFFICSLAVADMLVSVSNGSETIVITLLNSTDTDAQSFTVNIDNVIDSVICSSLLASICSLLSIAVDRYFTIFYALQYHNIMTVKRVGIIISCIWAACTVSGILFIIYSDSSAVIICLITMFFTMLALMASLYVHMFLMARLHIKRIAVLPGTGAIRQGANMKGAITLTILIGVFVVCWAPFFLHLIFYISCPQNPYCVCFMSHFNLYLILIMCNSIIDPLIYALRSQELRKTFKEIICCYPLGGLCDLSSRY
# Cardio protect = cardioprotection against H2O2-induced cell death, primary screen, uHTS, H9c2 cells, ATPLite luminescence. H9c2 cardiomyocytes, H2O2 injury protection, 2 h. protection from H2O2 cell death, % at 20 µM. 0.63% of 360,000 active;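 active = compounds giving at least 50% protection of heart cells from peroxide-induced death in the single-dose screen, raw or plate-pattern-corrected value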;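 also: 0% = DMSO wells with peroxide and 100% = DMSO wells without peroxide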
# ABCB6 inh MLPCN = ABCB6 transporter inhibitors, primary screen, K562-ABCB6 cells, flow cytometry, MLPCN library | ATP-binding cassette sub-family B member 6 (Homo sapiens), Q9NP58 | K562-ABCB6 porphyrin accumulation, 1 h; stronger effect = lower value | fluorescence ratio to DMSO, % at 10 µM | 0.19% of 360,000 active;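 active = fluorescence ratio to DMSO below 75%, the collection mean minus 3 SD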;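 also: signal is porphyrin accumulated inside mitochondria; 100% equals median channel fluorescence of DMSO control wells; lower ratio means ABCB6 inhibition with less porphyrin fluorescence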
# MC4R antagonist = MC4R antagonists of cAMP signaling, primary screen, cell-based, TR-FRET, antagonist arm of biased-ligand search; Melanocortin receptor 4 (Homo sapiens), P32245; MC4R-expressing cells, MTII-stimulated cAMP, LANCE TR-FRET; inhibition, % at 6.5 µM; 0.48% of 360,000 active; AID 540295, 2011;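 active = inhibition above its plate's cutoff, the mean of tested wells on that plate plus 3 SD, cut at about 29% in these data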;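 also: 0% = Melanotan II alone and 100% = Melanotan II plus saturating MCL0020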
#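 System: U2OS-MC4R stable cell line; Technique: Eu-cAMP/anti-cAMP TR-FRET, emission 671 nm; Repeats: single well per compound; Also added: Melanotan II; Dosing: one concentration, 6.5 µM nominal; Schedule: 30-min compound, 1-h challenge, 1-h detection, room temperature.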
# PDI turbidity = inhibitors of human PDI, primary screen, biochemical, turbidity, single point, plate reader | PDI insulin aggregation turbidity, A650, 90 min | inhibition, % at 10 µM | 0.052% of 350,000 active;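 active = mean inhibition across replicates of 30% or more, whatever share of single replicates reach that level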;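 also: absorbance from insulin aggregation driven by PDI reduction with DTT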
# N-glyco inh = increase of ERlucT glycosylation luciferase signal, primary screen, N-linked glycosylation inhibitor project, D54 ERlucT cells, luminescence, set 2; D54 ERlucT glycosylation luciferase reporter, 24 h; percent of 100 nM tunicamycin response; reporter increase, % at 12.5 µM; 0.23% of 360,000 active;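 active = mean luciferase reporter signal, scaled so untreated is 0 and the glycosylation-blocking control 100, at or above a set limit in every replicate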;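 also: luciferase carries N-glycosylation sites so blocking glycosylation raises the light; 0% = median of neutral control wells and 100% = median of 100 nM tunicamycin wells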
# HTR2A ag = mouse Htr2a agonists via beta-arrestin recruitment, primary screen, cell-based, luminescence. CHO-K1 mHTR2A beta-arrestin complementation; percent of 30 µM serotonin response. activation, % at 7.6 µM. 0.66% of 360,000 active. AID 624169, 2012;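 active = activation above a run cutoff, the mean activation of all tested compounds plus 3 SD, cut at about 14% in these data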;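 also: 0% = plate median of compound wells and 100% = 30 µM serotonin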
# Target sequence (P35363 whole entry, looked up): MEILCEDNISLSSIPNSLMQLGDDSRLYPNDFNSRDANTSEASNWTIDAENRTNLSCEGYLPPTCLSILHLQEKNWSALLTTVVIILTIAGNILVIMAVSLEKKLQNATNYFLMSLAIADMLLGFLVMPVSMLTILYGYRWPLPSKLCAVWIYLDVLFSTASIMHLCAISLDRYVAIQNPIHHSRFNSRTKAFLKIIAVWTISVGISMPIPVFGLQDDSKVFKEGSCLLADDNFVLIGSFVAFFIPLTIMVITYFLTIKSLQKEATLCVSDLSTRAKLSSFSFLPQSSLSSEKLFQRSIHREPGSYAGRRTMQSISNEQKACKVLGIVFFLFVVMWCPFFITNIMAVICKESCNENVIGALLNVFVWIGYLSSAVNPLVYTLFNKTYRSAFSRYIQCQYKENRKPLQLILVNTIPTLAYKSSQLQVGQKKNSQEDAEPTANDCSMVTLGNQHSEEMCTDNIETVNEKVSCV
# CaV13 ICDI inh = Disruptors of the CACNA1D IQ motif to Ca2+-dependent inactivation inhibitor domain association, primary screening, Förster resonance energy transfer in intact living … | HEK cells, CFP/YFP FRET ICDI-IQ, plate reader, 10 min; percent FRET-ratio fall versus neutral wells | inhibition, % at 12.3 µM | 0.098% of 340,000 active;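 active = mean replicate inhibition of at least 30% and at least 1% of replicates passing that level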;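 also: 0% = median of the neutral control wells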
# An asterisk follows results filed as active; i = inactive; nt = no result given. Compounds were not picked by outcome (roughly 3.6% active in at least one column).
SMILES,aDG glyco act,Vif imaging,MC4R ag barr,Cardio protect,ABCB6 inh MLPCN,MC4R antagonist,PDI turbidity,N-glyco inh,HTR2A ag,CaV13 ICDI inh
Cc1ccc(S(=O)(=O)N2CCCCC2)cc1NC(=O)c1ccccn1,0.1,4,-2.0,-4,94,0,5,-3,-1,-4
COCCNC(=O)C1CCN(S(=O)(=O)c2ccccc2)CC1,-0.2,-4,-0.4,5,98,12,3,2,-1,-9
CCN(CC)c1ccc(-c2c(C#N)c(N)nc(OC)c2C#N)cc1,0.2,17,5.4,20,98,-16,11,-7,1,-8
COC(=O)c1c(-c2ccc(F)cc2)csc1NC(=O)c1ccco1,0.6,1,2.6,1,92,15,-6,1,2,nt
Cc1onc(-c2ccccc2)c1-c1nnc(COC(=O)c2ccc(O)cc2)o1,-0.4,-12,0.9,0,93,14,15,1,-4,-2
CC1CN(C=O)CC(C)N1CCN1C(C)CN(C=O)CC1C (centres undefined),0.6,4,-0.3,-3,101,-3,9,0,4,-7
COc1ccc(C2C(C(=O)O)c3ccccc3C(=O)N2Cc2ccco2)cc1 (centres undefined),0.0,6,-1.3,0,97,-3,-4,-1,-3,0
COc1ccc(Cc2noc(CN3CCCN(Cc4ccc(F)cc4)CC3)n2)cc1OC,-0.1,3,-3.0,-2,103,6,-1,-2,-6,-5
Cc1c(CC(=O)N2CCC(C(=O)O)CC2)c(=O)oc2cc3c(cc12)CCC1(CCCCC1)O3,-0.2,6,-0.4,1,102,1,nt,2,3,nt
CCCCC(=O)Nc1ccc2c(c1)nc(CCN1CCN(c3ccccn3)CC1)n2C,0.3,-1,0.1,10,101,15,2,-3,-3,-3
CC1=C(C(=O)Nc2ccccn2)C(c2ccccc2)n2ncnc2N1 (centres undefined),0.7,-10,-1.0,-3,97,1,-2,1,7,-6
O=C(NC1CCCCCC1)c1nc2ncccn2n1,0.1,-4,3.8,-1,102,-1,6,0,0,nt
Cc1cc(C(=O)CSc2ncccn2)c(C)n1Cc1ccco1,-0.1,4,-2.4,1,89,8,-1,-6,-2,-4
O=C(O)c1ccccc1-c1ccc(C=c2sc3nc4cc(Br)cnc4n3c2=O)o1,0.2,21,-1.0,0,103,4,-4,-3,3,-5
CCC1=C(OC(=O)N(CC)CC)N2C(=O)OC(=NCc3ccccc3)[C@]2(C)[C@H]2C1=CC[C@H]1C(=O)N(c3ccccc3)C(=O)[C@H]12,0.1,2,-0.9,5,102,14,4,-1,-5,-2
CCCOc1ccc(F)cc1-c1cc(C(=O)Nc2ccc(F)cc2)[nH]n1,0.7,-11,0.5,-6,96,1,5,0,-8,-11
CCC[C@H](CN[C@@H](CNC)[C@H](C)CC)NCCc1cc(C(F)(F)F)cc(C(F)(F)F)c1,1.5,-4,0.1,-13,94,3,7,-23,8,-12
O=C(Nc1nc(-c2ccc3c(c2)OCCO3)cs1)c1ccc(Br)o1,-0.2,nt,-0.3,5,94,-9,-5,-9,8,-14
Cc1cc(OC(F)F)ccc1NC(=O)Nc1ccc([N+](=O)[O-])cc1,0.6,-4,0.0,-19,93,27,4,-6,-5,-18
CC(C)N1C(=O)N(c2cccc(Cl)c2)C(C)(O)CC1(C)C (centres undefined),0.1,8,-1.8,-2,93,18,0,0,3,-14
COc1ccccc1-n1c(SCC(=O)Nc2cc(C)on2)nc2c([nH]c3ccccc32)c1=O,0.4,-7,-2.4,3,99,14,-2,0,-6,-3
CCC(=O)c1ccc(OCC(O)Cn2nnc3ccccc32)cc1 (centres undefined),0.1,-7,-1.3,-4,95,4,0,0,0,-14
O=C1CCCCCCCCCC/C(=N\O)CCCO1,-0.2,-10,1.9,-2,96,-1,1,1,2,-21
COc1ccc(CCCNC(=O)C2(C)Cc3c(-c4ccc(NC(C)=O)cc4)ccnc3O2)cc1 (centres undefined),-0.5,15,1.9,64*,93,34*,-10,-2,4,-6
CCOC(=O)C1=C(O)/C(=C\c2ccc(OC)c(OC)c2)N=C1C,0.1,2,-0.9,-2,102,-9,3,3,-3,-7
Cc1c(NC(=O)c2ccc(COc3ccc4ccccc4c3)o2)c(=O)n(-c2ccccc2)n1C,0.2,nt,-3.1,-2,104,10,0,6,2,-7
Cc1ccccc1OCC(=O)N/N=C/c1ccc(N2CCOCC2)o1,0.2,-3,0.5,-12,102,28,-2,7,-5,-3
CC(=O)N1CCC2(CC1)CC(=O)c1cc(OCC(=O)NCc3ccc(C)cc3)ccc1O2,-0.1,-5,-0.7,-2,93,5,9,1,2,-7
Cc1nn(C)c(C(=O)NN)c1Cl,-0.3,8,0.1,1,98,-4,-4,1,2,-6
NC(=O)Cc1ncc(C(F)(F)F)cc1Cl,0.1,13,-0.9,-2,92,5,4,0,4,3
Cc1c(Cl)cnc(NC(=O)COC(=O)/C=C/c2ccco2)c1Cl,0.2,5,-0.2,5,97,3,-4,0,-7,-7
Cc1ccc(C)c(OCC(=O)N2CCc3ccccc3C2)c1,0.5,-2,-2.9,-1,95,2,2,0,1,-10
COc1ccccc1Nc1nc(N)nc(CSc2nccc(C)n2)n1,0.3,-5,-0.7,3,94,3,-1,1,1,-3
CC(C)n1c(=O)c2ccccc2n1Cc1cn(CCc2c[nH]c3ccccc23)nn1,-0.4,-2,nt,1,93,nt,nt,-3,-6,-7
O=c1[nH][nH]cc1C=NCc1cccc(C(F)(F)F)c1,0.3,-3,0.6,-8,101,2,-3,-2,-2,-3
Oc1ccccc1CN(Cc1ccco1)CC(O)COCc1ccc(Cl)cc1 (centres undefined),0.2,0,-0.4,-8,92,7,-3,-4,1,-4
CC(=O)c1cc(C#N)c(SCc2ccccc2C#N)nc1C,0.3,6,1.6,-7,97,-9,10,1,-2,-6
CCCCCCSc1nnc2[nH]c(=O)cc(N)n12,0.7,16,0.3,-3,115,14,-7,2,-2,-18
Cc1ccc2c(c1)cc1c(=O)n(CC(=O)NCc3ccccn3)nc(C)n12,0.1,6,-1.2,0,94,-1,-3,1,0,nt
O=C(COc1cccc(C(F)(F)F)c1)N1CCN(c2ccccc2O)CC1,-0.1,2,2.3,1,99,9,6,-1,-2,-4

# Four entries picked at random from those above, as already listed:
SMILES,aDG glyco act,Vif imaging,MC4R ag barr,Cardio protect,ABCB6 inh MLPCN,MC4R antagonist,PDI turbidity,N-glyco inh,HTR2A ag,CaV13 ICDI inh
CCOC(=O)C1=C(O)/C(=C\c2ccc(OC)c(OC)c2)N=C1C,0.1,2,-0.9,-2,102,-9,3,3,-3,-7
Cc1nn(C)c(C(=O)NN)c1Cl,-0.3,8,0.1,1,98,-4,-4,1,2,-6
Cc1ccccc1OCC(=O)N/N=C/c1ccc(N2CCOCC2)o1,0.2,-3,0.5,-12,102,28,-2,7,-5,-3
Cc1c(NC(=O)c2ccc(COc3ccc4ccccc4c3)o2)c(=O)n(-c2ccccc2)n1C,0.2,nt,-3.1,-2,104,10,0,6,2,-7

# (listing goes on)
SMILES,aDG glyco act,Vif imaging,MC4R ag barr,Cardio protect,ABCB6 inh MLPCN,MC4R antagonist,PDI turbidity,N-glyco inh,HTR2A ag,CaV13 ICDI inh
COCCN(CCOC)C(=O)C1CCCN(S(=O)(=O)c2ccc(NC(=O)OC)cc2)C1 (centres undefined),-0.1,-1,0.7,2,97,-2,0,0,0,-16
CC(C)NC(=O)Nc1cccc2c1O[C@H](CN(C)S(=O)(=O)c1ccccc1)[C@@H](C)CN([C@H](C)CO)C2=O,0.1,-6,-1.1,10,99,3,2,2,1,-7
COc1ccc(C(=O)NCC(C)(C)SCc2c(C)cc(C)cc2C)cc1,0.5,-12,0.9,-14,99,5,2,-3,-1,-6
COc1ccc(-c2cccc(NC(=O)c3cccs3)c2)nn1,0.0,-4,-2.1,17,99,5,2,0,12,-7
Cc1cc(C)n(-c2nc(C)nc3sc4c(c23)CCC(C)C4)n1 (centres undefined),-0.1,15,-0.5,-2,99,11,-8,-2,6,nt
c1ccc(-c2ccc(-c3nc(-c4ccccn4)no3)cc2)cc1,0.0,nt,0.7,-27,93,2,8,-22,0,-7
Cc1ccsc1/C=C/c1ccc2ccccc2n1,0.0,-3,-1.3,-8,98,2,-2,-17,-4,-5
NC(c1csc(NC(=O)Nc2cccc(C(F)(F)F)c2)n1)C1CCCCC1 (centres undefined),-0.8,-2,6.1,-12,93,-3,1,-14,5,-6
Cc1ccc(C)c(NC(=O)C2COc3ccccc3O2)c1 (centres undefined),0.0,-2,-0.9,4,99,4,-4,1,2,-19
COc1cc2c(cc1OC)CN(C1CC(=O)N(c3c(C)cccc3C)C1=O)CC2 (centres undefined),0.1,-6,-1.6,4,96,8,2,-1,0,-6
CN1CCN(c2nc3c(c(=O)[nH]c(=O)n3C)n2CC(N)=O)CC1,-0.1,1,-1.1,0,96,0,-2,4,-4,-9
COc1ccc(CC(=O)NCc2cccs2)cc1,0.0,5,-0.2,0,98,2,15,5,0,-3
Cc1cc(NC(=O)Cn2nc3c(cc2=O)CCCC3)ccc1Br,0.0,nt,-1.3,-9,98,5,7,-2,8,nt
COc1cc(C(=O)OCCN2CCOCC2)cc(OC)c1OC,0.0,0,0.6,11,80,3,3,3,3,-8
CCCCCOc1ccc(C(=O)C(c2ccccc2)N2CCOCC2)cc1 (centres undefined),0.2,-7,0.4,-14,104,12,3,-3,-3,-6
COc1ccccc1CCNC(=O)CSc1nnc2ccc(-c3ccncc3)nn12,-0.2,1,-1.2,21,96,1,-7,0,3,-4
CCOC(=O)C1CCCN(S(=O)(=O)c2cnc(Cl)c(Br)c2)C1 (centres undefined),0.2,-6,-1.7,-4,93,52*,17,0,2,-7
CCn1nc(C(=O)OCC(=O)Nc2nc(-c3ccc(OC)cc3)cs2)c2ccccc2c1=O,-0.3,18,-1.5,10,i,-2,-7,-6,0,-3
CCc1ccc(/C=C\C(=O)N2CCCC2)cc1,0.0,0,-3.6,-4,98,3,-6,-2,-2,-5
CC(/C=N/n1c(-c2n[nH]c3c2CCC3)n[nH]c1=S)=C\c1ccco1,0.1,-3,-1.5,2,98,10,-7,2,1,-4
CCCS(=O)(=O)NC(=O)C1(C)CCCN(C(=O)c2ccc3c(c2)OCO3)C1 (centres undefined),-0.1,nt,0.9,8,100,-1,-4,-1,7,nt
CCOC(=O)c1cc(C(=O)Nc2ccc(C)c(F)c2)nn1C,-0.1,5,-0.7,-5,88,3,-2,-2,-2,-2
Cc1ccc(-n2c(SCC(=O)N(C)C3CCS(=O)(=O)C3)nc3ccccc3c2=O)c(C)c1 (centres undefined),-0.4,0,-1.1,3,92,6,1,-2,5,-6
